# Screening results (PubChem)
# PABP1 MLLE inh – inhibitors of microRNA-mediated deadenylation, human PABP1 MLLE binding; P11940; GST-MLLE / FITC-PAM2 fluorescence polarization; inhibition, % at 20 µM; 0.36% of 360,000 active; AID 588489; in the data active = inhibition above about 35%, passing the limit was not always enough;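 also: plate controls were DMSO wells with GST-MLLE for no effect and wells lacking GST-MLLE protein for full effect; some results filed as inactive read as strong as hits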
# E coli Lon inh – inhibits E. coli Lon protease; purified E. coli Lon protease, fluorescence polarization; inhibition, % at 7.94 µM; 0.42% of 360,000 active; AID 602123; in the data active = inhibition above about 13%, passing the limit was not always enough;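 also: 0% = enzyme with probe and DMSO and 100% = no enzyme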
# MT1-MMP act inh – MT1-MMP (human) activation inhibition; P50281; HT1080 RFP-PRO-GFP cells, GFP/RFP ratio fluorescence, overnight; percent of plate control window, DMSO zero; GFP/RFP ratio change, % at 20 µM; 0.061% of 360,000 active;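 active = GFP/RFP ratio change of at least 30% with cell ATP level not reduced by more than half and red fluorescence within 50% of control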; also: strong numbers were not always called active
#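 Assay system – RFP-PRO-GFP reporter HT1080 cells · Compound dosing – single dose of 20 µM compound, 1% DMSO final · Incubation – overnight compound exposure at 37 °C · Measure – GFP/RFP fluorescence ratio · Benchmarks – DMSO wells and RFP-L50D-GFP cells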
# FAS TE block – blocks the thioesterase domain of human fatty acid synthase; inhibition, % at 15 µM; AID 602261; 0.67% of 360,000 active; P49327; recombinant FAS-TE, OMFH fluorogenic substrate, fluorescence endpoint;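 active = compounds whose normalised, plate-corrected inhibition of enzyme fluorescence in the single-dose primary screen is 50% or more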;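 also: 0% = DMSO with enzyme and 100% = substrate without enzyme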
# MsrA inh – bovine MsrA inhibition; purified bovine MsrA, absorbance read-out; inhibition, % at 15.5 µM; 0.75% of 360,000 active; in the data active = inhibition above about 4.5%;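 also: 0% = vehicle wells with enzyme and 100% = reference inhibitor wells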
# SKN-1 inh – inhibitors of C. elegans SKN-1. C. elegans VP596 Pgst-4::GFP/RFP ratio, acrylamide-induced, 24 h. inhibition, % at 21.8 µM. AID 624304. 0.49% of 360,000 active;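 active = interference check ratio from 0.5 to 1.5 plus GFP to RFP signal ratio inhibition reaching or exceeding a fixed threshold, cut at about 30% in these data, passing the limit was not always enough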; also: some compounds called inactive have numbers as strong as hits
# Tb MetRS inh – Trypanosoma brucei MetRS inhibition; purified T. brucei MetRS, ATP depletion, Kinase-Glo luminescence; inhibition, % at 11.9 µM; 0.4% of 360,000 active; AID 624268;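 active = inhibition above a per-plate cutoff of the control wells' mean inhibition plus 3 SD, cut at about 5.5% in these data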;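 also: 0% = DMSO wells median and 100% = median of wells with control inhibitor compound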
#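 assay system = parasite MetRS enzyme | timing = 15 min preincubation, 2 h reaction, all 25 °C | evaluation = percent inhibition relative to median high and low control wells | medium = HEPES buffer containing pyrophosphatase, BSA, spermine, DTT | compound = single dose, 11.9 µM final nominal, 0.9% final DMSO | detection = Kinase-Glo luminescence, ATP depletion format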
# CendR NRP1 mod – NRP-1/CendR interaction modulation; O14786; FAM-RPARPAR peptide binding to NRP-1, fluorescence polarization; inhibition, % at 25 µM; 0.85% of 360,000 active; AID 602438;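 active = inhibition or corrected inhibition above about 18%, plus a signal ratio from 0.5 to 1.5, limit read from the data, passing the limit was not always enough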; also: strong numbers were not always called active
# Target sequence (O14786 whole entry, looked up): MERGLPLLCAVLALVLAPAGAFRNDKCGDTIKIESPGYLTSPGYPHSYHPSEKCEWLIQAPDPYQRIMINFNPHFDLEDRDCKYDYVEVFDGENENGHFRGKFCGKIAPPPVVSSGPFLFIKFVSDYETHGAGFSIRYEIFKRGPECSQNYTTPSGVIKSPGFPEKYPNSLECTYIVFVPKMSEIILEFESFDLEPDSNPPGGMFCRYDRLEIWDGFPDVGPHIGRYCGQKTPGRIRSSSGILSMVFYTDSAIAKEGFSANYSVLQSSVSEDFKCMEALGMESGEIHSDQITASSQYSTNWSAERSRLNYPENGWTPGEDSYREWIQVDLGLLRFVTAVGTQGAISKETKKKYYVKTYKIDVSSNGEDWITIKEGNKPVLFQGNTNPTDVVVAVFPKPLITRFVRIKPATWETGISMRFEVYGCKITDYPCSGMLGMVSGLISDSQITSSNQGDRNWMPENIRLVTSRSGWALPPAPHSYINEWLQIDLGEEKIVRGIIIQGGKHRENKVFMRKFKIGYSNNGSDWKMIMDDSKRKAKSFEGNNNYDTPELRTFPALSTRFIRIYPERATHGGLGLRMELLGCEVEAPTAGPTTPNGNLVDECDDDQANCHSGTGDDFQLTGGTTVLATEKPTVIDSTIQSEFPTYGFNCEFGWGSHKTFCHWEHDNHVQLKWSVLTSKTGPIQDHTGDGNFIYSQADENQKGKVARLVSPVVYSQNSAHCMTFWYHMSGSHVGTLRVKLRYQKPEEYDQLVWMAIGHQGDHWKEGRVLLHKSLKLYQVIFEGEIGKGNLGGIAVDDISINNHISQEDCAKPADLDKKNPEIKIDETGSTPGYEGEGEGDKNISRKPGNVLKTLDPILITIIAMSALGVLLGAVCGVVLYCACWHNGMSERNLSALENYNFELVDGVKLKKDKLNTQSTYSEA
# bovine MsrA act – activates bovine MsrA enzyme | purified bovine MsrA, absorbance read-out | activation, % at 10.6 µM | 0.3% of 360,000 active; in the data active = activation above about 7.5%;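 also: 0% = vehicle and 100% = reference activator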
# An asterisk follows results filed as active; / = no result given.
SMILES,PABP1 MLLE inh,E coli Lon inh,MT1-MMP act inh,FAS TE block,MsrA inh,SKN-1 inh,Tb MetRS inh,CendR NRP1 mod,bovine MsrA act
O=S(=O)(c1cccc(F)c1)N1CCN(Cc2cc3c(cc2Br)OCCO3)CC1,-7,4,-1,36,0.0,10,-0.2,3,-3
COc1ccc(CN2CCSCC2)cc1C,6,4,5,-10,-0.5,4,-1.5,-7,-8
CN1CCN(C2=Nc3cc(Cl)ccc3Nc3ccccc32)CC1,-2,-1,-6,1,0.6,5,-0.4,-10,-1
CCCNC(=O)C1(C)CCCN(C(=O)COc2ccc(Cl)cc2Cl)C1 (stereo not given),6,-5,5,-4,2.9,9,0.3,-7,1
CC1(C)COC(c2cccc(C3=NC(C)(C)CO3)n2)=N1,7,-1,2,-14,-0.9,-5,0.3,11,1
Cc1ccccc1CSc1nnc(NC(=O)C2COc3ccccc3O2)s1 (stereo not given),9,-1,0,14,-0.4,4,0.6,8,-3
COc1ccc(CCN(C)C(=O)CN2C(=O)NC3(CCCCC3C)C2=O)cc1OC (stereo not given),-15,4,0,-6,-0.1,17,-0.3,-8,-3
COc1ccc(NC(=O)NC(C(F)(F)F)C(F)(F)F)cc1,2,-1,-1,-1,0.5,43*,-1.6,1,-13
CCOC(=O)c1ccc(Oc2cn[nH]c2-c2ccc(OCC(=O)NN)cc2O)cc1,1,-4,3,-147,-1.8,10,-0.1,0,-2
COCCCNC(=O)Cn1cc(C(C)=O)c2ccccc21,-1,1,3,-3,0.6,0,0.2,2,-3
O=C(CSc1ccc2nnc(-c3ccccn3)n2n1)NCC1CCCO1 (stereo not given),6,2,0,0,-0.2,10,0.3,-8,-2
O=C(CN1C(=O)NC2(CCCC2)C1=O)Nc1nc(-c2ccc(F)cc2)cs1,-3,-5,7,7,0.7,6,-0.6,7,2
COc1ccc(-c2noc3c2-c2nc(-c4ccccc4F)sc2CC3)cc1,5,-3,-2,30,-1.4,10,-0.3,15,-2
CCN(CCCNS(=O)(=O)c1ccc2c(c1)CCN2C(C)=O)c1cccc(C)c1,5,-6,1,17,1.6,6,-0.5,-8,1
COc1ccc(-c2c(C(F)(F)F)oc3cc(OCC(=O)Nc4ccccc4C(F)(F)F)ccc3c2=O)cc1OC,5,-3,-9,2,-0.2,-6,-0.3,-3,-5
N/C(=N\OC(=O)CCC1CCCC1)c1ccc(Br)cc1,0,1,-3,11,-0.4,6,-0.3,10,0
O=C(NCCN1CCOCC1)c1ccc2c(c1)N(Cc1ccc(Cl)cc1)C(=O)CS2,0,-1,1,3,0.0,-6,0.4,4,-2
O=C(NC1CC1)C1CCN(C2CCN(C(=O)CCOc3ccccc3)CC2)CC1,19,-1,1,-10,-1.6,12,-0.7,-1,-7
CC(=O)n1c(-c2ccccc2)c(CO)c2ccccc21,7,-10,2,-1,-0.5,-8,-0.2,10,-1
OCC1CCCN1C(=S)Nc1ccccc1 (stereo not given),29,-2,3,-5,-0.7,-6,-1.1,8,-7
CC(C)(C)OC(=O)N1CCNc2ccccc2C1,11,4,0,-8,1.6,19,-0.7,4,-1
O=C(NCc1ccco1)C(c1ccncc1)N(C(=O)Cn1nnc2ccccc21)c1ccccc1 (stereo not given),-8,12,3,1,-0.8,8,-0.3,12,-3
O=C(NCc1nc2ccccc2[nH]1)C1=C[C@@H](c2ccccc2)C[C@@H](OCCCCO)O1,-3,6,-1,-4,-0.4,-2,70*,1,-1
NC(=O)N[C@@H](Cc1c[nH]c2ccccc12)C(=O)OCC(=O)N1CCCCC1,2,-2,17,-5,1.5,3,0.7,5,0
Cc1cc(NC(=O)CSc2ccc3ccccc3c2)no1,12,-8,1,5,-0.7,-1,0.3,-7,-10
COc1cc2c(C(F)(F)F)c(-c3ccc(C#N)cc3)oc(=O)c2cc1OC,-5,-2,9,-1,-0.8,10,-0.4,5,-5
COc1ccc(NC(=O)CN2CCCC2c2cccs2)cc1S(=O)(=O)N1CCCCC1 (stereo not given),-2,-23,9,5,1.6,-9,0.1,2,-2
O=C(NN=C1CCCC1)c1ccc([N+](=O)[O-])cc1,-9,-5,1,-2,0.8,4,-0.4,7,-1
O=C(NC12CC3CC(CC(C3)C1)C2)c1ccccc1O,-7,-1,2,12,-0.9,13,-0.1,4,-1
O=C(COc1ccccc1)N1CCN(c2ncccn2)CC1,4,-1,3,-2,1.0,-10,0.6,8,-4
CCOC(=O)C(C#N)C(c1cccnc1)c1c(C)[nH][nH]c1=O (stereo not given),16,11,-5,-3,1.7,16,-0.7,-2,0
Cc1ccc(/C=N/n2c(-c3cccnc3)n[nH]c2=S)s1,-46,-6,5,-10,3.6,13,0.0,-5,-5
COC(=O)c1ccc(NC(=O)COc2ccc3c(c2)OCO3)cc1,-5,3,2,3,-2.1,4,0.1,-5,-4
COc1ccc(N2C(=O)CSC2c2cccs2)cc1 (stereo not given),7,8,-2,-5,-1.4,3,-0.7,-4,-4
O=C(O)CCN1C(=O)C2C3CC(C2C1=O)C1C(c2ccccc2)c2sc(=O)[nH]c2SC31 (stereo not given),29,-3,-2,-15,-1.0,11,-0.7,2,-3
Cc1ccc(C(C)NC(=O)C2CCCC2)cc1C (stereo not given),-2,9,1,-2,0.6,-4,-1.6,12,-3

# Arranged by SMILES length (highest first): some entries from above
SMILES,PABP1 MLLE inh,E coli Lon inh,MT1-MMP act inh,FAS TE block,MsrA inh,SKN-1 inh,Tb MetRS inh,CendR NRP1 mod,bovine MsrA act
O=C(O)CCN1C(=O)C2C3CC(C2C1=O)C1C(c2ccccc2)c2sc(=O)[nH]c2SC31 (stereo not given),29,-3,-2,-15,-1.0,11,-0.7,2,-3
COc1cc2c(C(F)(F)F)c(-c3ccc(C#N)cc3)oc(=O)c2cc1OC,-5,-2,9,-1,-0.8,10,-0.4,5,-5
O=C(COc1ccccc1)N1CCN(c2ncccn2)CC1,4,-1,3,-2,1.0,-10,0.6,8,-4
COc1ccc(N2C(=O)CSC2c2cccs2)cc1 (stereo not given),7,8,-2,-5,-1.4,3,-0.7,-4,-4
Cc1ccc(C(C)NC(=O)C2CCCC2)cc1C (stereo not given),-2,9,1,-2,0.6,-4,-1.6,12,-3

# Additional entries follow:
SMILES,PABP1 MLLE inh,E coli Lon inh,MT1-MMP act inh,FAS TE block,MsrA inh,SKN-1 inh,Tb MetRS inh,CendR NRP1 mod,bovine MsrA act
Cc1c(C2C(C#N)=C(N)OC3=C2C(=O)CCC3)cnn1C (stereo not given),11,15,3,-3,-0.1,-2,-0.7,0,-5
CC(C)CCOP(=O)(c1ccc(N(C)C)cc1)C(O)c1c(Cl)cccc1Cl (stereo not given),-11,-8,-1,7,-1.5,2,-1.6,-6,-8
COc1cc(OC)cc(C(=O)OCn2nnc3ccccc3c2=O)c1,5,-7,2,6,-1.3,16,3.1,3,0
CC(=O)c1ccc(OCCCC(=O)OCC(=O)N2CCN(S(=O)(=O)c3ccc(C)cc3C)CC2)cc1,1,-3,1,20,0.1,2,-0.3,-3,-4
CCc1cc(Br)ccc1N1C(=O)C2CC=CCC2C1=O (stereo not given),7,4,-2,-2,-0.3,16,-0.3,2,1
O=C(c1nc2ccccn2c1CN1CCC(Cc2ccccc2)CC1)N1CCCC1,-3,-6,-3,-7,0.9,11,0.9,9,-3
COc1ccc(-c2n[nH]c(C(F)(F)F)c2-c2cc3ccccc3o2)c(O)c1,-9,-9,1,23,1.1,4,-0.6,-1,-6
O=C(O)C(Cc1ccc(OS(=O)(=O)Cc2ccccc2)cc1)NS(=O)(=O)Cc1ccccc1 (stereo not given),-1,-1,4,-5,-0.4,1,-0.3,-2,-10
NC(=O)c1nsc(C(=O)N(Cc2ccco2)C(C(=O)NCC2CCCO2)c2ccc(F)cc2)c1N (stereo not given),-2,-2,-3,-4,-0.1,-4,-0.6,-5,-7
COc1ccc(S(=O)(=O)NCC2CCC(C(=O)N3CCC4(CC3)OCCO4)CC2)cc1 (stereo not given),0,14,2,-3,-1.6,7,-1.6,-6,-3
COc1ccc(N(C(=O)Cc2cccs2)C(C(=O)NC2CCCCC2)c2cccn2C)cc1OC (stereo not given),8,-2,-2,-1,0.1,12,-1.5,0,-8
CSCCC(NC(=O)c1ccccc1Cl)C(=O)NC1CCN(Cc2ccccc2)CC1 (stereo not given),8,-1,-2,-3,-0.7,1,-0.6,2,-7
COc1ccc(C2=NCCn3nc4ccccc4c32)cc1,1,-5,4,-8,0.7,7,-0.7,-12,-10
COc1ccc(OC)c(NC(=O)CN(C)CCOc2ccc(Br)cc2)c1,-12,13,3,18,0.8,-7,-1.0,1,-7
CNC(=O)CC(CC(=O)c1ccccc1)c1ccccc1 (stereo not given),0,-14,-1,-10,0.4,-19,-0.4,1,-3
O=S(=O)(Cc1ccccc1)/C1=C(\N2CCOCC2)CCCCCC1,2,2,-9,2,0.1,12,-0.4,3,0
CCOC(=O)[C@]12CCCC=C1N(Cc1ccc(Cl)cc1Cl)C(=O)[C@H](CC(=O)NCCc1ccccc1OC)C2,/,1,-2,20,-0.1,-2,0.1,-10,1
COc1ccc(/C=C(/C#N)C(=O)NC2CCCCC2)cc1Br,6,5,-1,19,-0.6,2,-0.1,0,-2
O=C(NCc1ccccn1)c1ccc(N2CCCC2=O)cc1,4,-6,-6,-12,-1.6,6,0.2,2,-9
COc1cc(C2CC(=O)N(c3ccc(C)cc3)C(=O)C2)cc(OC)c1OC,-7,0,-7,-4,-0.6,2,-0.6,-2,1
Cc1ccccc1-n1ccnc1SCC(=O)Nc1cccc(S(=O)(=O)NC2=NCCC2)c1,-3,17*,-1,-5,0.0,-4,-0.2,3,-3
CCOc1ccccc1N=CC1=C(O)CC(c2ccccc2)CC1=O (stereo not given),-11,4,3,6,1.6,1,0.9,-29,-3
S=C(Nc1ccc(Cl)c(Cl)c1)N1CCOCC1,-99,-2,-4,-4,-0.4,7,0.7,9,-5
O=C(NNc1ncnc2sccc12)c1ccc(Cl)cc1,-34,8,5,-38,-0.9,6,-0.1,-5,-3
COc1ccc(C(=O)N(Cc2ccccc2)c2cccc(C)c2)c(OC)c1OC,-5,1,-4,7,0.6,-19,-0.1,-3,-5
O=C(NCCc1c[nH]c2ccccc12)OCCCCOC(=O)NCCc1c[nH]c2ccccc12,-7,-1,12,19,-0.1,8,-0.2,4,-1
COC(=O)c1ccc(C(=O)OC)c(NC(=O)COC(=O)C23CC4CC(CC(O)(C4)C2)C3)c1,11,-9,-2,-1,2.0,-17,-0.7,3,-3
CCN(CC)C(=O)Cn1cc(S(=O)(=O)CC(=O)Nc2ccc(OC)c(OC)c2)c2ccccc21,-18,7,-1,-4,0.2,1,0.1,-7,-3
Cc1ccc2c(c1)NC(=O)C(CC(=O)NCCCN1CCCCC1C)O2 (stereo not given),5,-6,2,-7,-1.6,4,-0.1,3,-6
Cc1ccc(S(=O)(=O)N2CCCC2CNC(=O)C(=O)NCc2ccccn2)cc1 (stereo not given),10,-9,4,-6,0.8,7,-0.2,10,-2
Cc1ccc(C(=O)NN=Cc2ccc3c(c2)OCO3)cc1,-2,3,7,-1,2.7,2,0.5,0,2
OC1(c2ccc(Cl)cc2)CCN(Cc2cn[nH]c2-c2ccc(F)cc2)CC1,-3,5,-5,1,-0.2,-1,3.0,-7,-2
CCOc1ccccc1Nc1nc(N)nc(CSc2nccc(C)n2)n1,-97,-3,9,-6,-1.0,18,0.0,7,-4
